Pf Dd2 growth: inhibitors of Plasmodium falciparum Dd2 growth. Potency, µM (highest dose often 28.9 µM), for the others: top-dose activity, negative = inhibition, usual class: inhibitors. 4.3% of 120,000 active. P. falciparum Dd2 growth, SYBR Green, 72 h; active = well fitted inhibition curve with a large enough effect; inconclusive = small, poorly fitted or top-dose-only effect; inactive = no such curve, though single readings can be large or run the other way;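 note: plate controls were DMSO vehicle for no effect and reference drug for full effect; nearly all actives have a fitted effect of over 65% in size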
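Infected erythrocytes (Dd2, 0.3% parasitemia, 2.5% hematocrit final) are added to compound in RPMI-1640/Albumax II medium, grown 72 h at 37C in low oxygen, then lysed with saponin/Triton-X containing SYBR Green and read by fluorescence.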
The depositor's hits bear a star; i = inactive; u = inconclusive; [ ] = remark or other dose. Potency is the fitted concentration of half-maximal effect.

SMILES | Pf Dd2 growth
O=c1c(NCc2ccccc2Cl)nccn1-c1ccccc1 | 41%[activator]
COc1cccc(N2CCN(C(=O)c3ccc(N4CC5CC(C4)[C@H]4CCCC(=O)N4C5)nc3)CC2)c1 (stereo partly specified) | u
CC(=O)N1CCCC(CNc2nccc(-c3c(C)nn(C)c3C)n2)C1 (stereo unspecified) | -14%
CCn1ncc(CN2CCCC(C(=O)N3CCN(c4ccccn4)CC3)CCNC(=O)CC2)c1C (stereo unspecified) | u
CCOc1ccc(CN2C(=O)c3ccccc3Sc3ccc(C(=O)N4CCN(C)CC4)cc32)cc1 | 0.13µM*
CCn1cc(CCC(=O)NCc2ccccc2OC)c2ccccc21 | -22%
CC(C)(C)c1ccc(OCc2nc3ccccc3n2CCOc2ccccc2)cc1 | -21%
O=C(C[C@H]1NC(=O)c2ccccc2NC1=O)Nc1ccncc1 | -4%
O=C(Cn1cccc1-c1nc(-c2ccccc2)no1)Nc1ccccc1Cl | 13%
CCOc1ccc(OCC(=O)Nc2nnc3n2CCS3)cc1 | 5%
CCc1cccc(NC(=O)CSc2nc3ccsc3c(=O)n2CC)c1 | 3%
CCCCn1cc(S(=O)(=O)c2ccc(Cl)cc2)c(=O)c2cc(F)c(N3CCCCC3)cc21 | u
COc1ccc(CCNC(=O)c2cc(=O)[nH]c3ccc(S(=O)(=O)N4CCCCC4C)cc23)cc1OC (stereo unspecified) | -8%
O=C(N[C@H]1CCN2C(=O)N(c3ccccc3)C(=O)[C@@H]2C1)C1CCCC1 | -13%[44.1 µM]
COC(=O)c1ccc2c(=O)n(CCCCCC(=O)N3CCN(c4ccc(Cl)cc4)CC3)c(=O)[nH]c2c1 | i
COc1ccc(C[C@H](NC(=O)C2=C[C@@H](NC(=O)Nc3ccccc3Br)[C@@H](O)[C@H](O)C2)C(N)=O)cc1 | 3%
COCCN1C(=O)[C@@H]2C[C@@H](CN2Cc2cccnc2)Oc2ccccc21 | u
Cc1ccc(NC(=O)N2CCC(CCNC(=O)C3CCCC3)CC2)cc1 | i
Cc1ccc(C(=O)N2CCN(c3cc(C(F)(F)F)ncn3)CC2)cc1F | -26%
Cc1ccc2c(c1)c1c(c(=O)n(-c3cccc(Cl)c3)c(=O)n1CC(=O)NCCC1=CCCCC1)n2C | 17%
CC(=O)N(C1CC1)C1CCOC2(CCN(C(=O)NCc3ccc(F)cc3)CC2)C1 (stereo unspecified) | 1%
O=C(c1ccoc1)N1CCCCCC1c1nc(-c2cccnc2)no1 (stereo unspecified) | -2%
COc1cncc(Nc2cnc3ccc(-c4ccccc4OC)nn23)c1 | 2.5µM*
COC[C@@H]1CN(C(=O)Cc2ccc(OC)cc2)C[C@H]1c1ccncc1 | -17%
CC(C)(C)c1ccc(-c2nc3cc(NC(=O)c4cccc(Br)c4)ccc3o2)cc1 | u
SMILES | Pf Dd2 growth
CC(=O)N1C[C@@H]2CCCN3CCC[C@@H]([C@H]23)[C@H]1CCCC(=O)N1CCN(c2ccccn2)CC1 | i
COc1ccccc1C(=O)N1CCC2(CC1)C(=O)Nc1ccccc12 | u
CCn1c(CO)nnc1C1CC(NC(=O)c2cnn(Cc3ccccc3)c2)C1 (stereo unspecified) | -7%
CCc1nc(C)c(CC(=O)N[C@@H]2CCNC[C@H]2O)c(=O)[nH]1 | -12%
O=C1NCCOCCN(S(=O)(=O)c2cccc3nsnc23)[C@H]2CCC[C@@H]12 | 26%
O=C(Nc1ccc2nc(SCC(=O)N3CCCc4ccccc43)sc2c1)c1ccc(Cl)cc1 | u
O=C(CN1CCCc2nc(-c3ccncc3)ncc2C1=O)NCc1cc(F)ccc1F | i
CC(C)(Oc1ccc2c(c1)CCC2)C(=O)N[C@H]1CCOC[C@H]1C1CCOCC1 | -11%
Cc1ccc(C)c(NC(=O)Nc2csc3c2CCCC3)c1 | u
C[C@H](O)c1c(-c2ccc(Cl)cc2)noc1C(=O)NC1CC1 | u
CCc1cccc(NC(=O)C2CCCN(c3ncnc4onc(-c5ccc(F)cc5)c34)C2)c1 (stereo unspecified) | u
COc1ccccc1OCC(=O)Nc1nnc2n1CCS2 | 3%
CCc1cccc(NC(=O)CN2C=NS(=O)(=O)c3ccccc32)c1 | -9%
COc1ccc(NC(=O)CSc2nnc(NC(=O)Nc3ccccc3)s2)cc1OC | i
O=C1CCN(C(=O)c2n[nH]c3ccccc23)CCCC(C(=O)NCc2ccccc2)CCN1 (stereo unspecified) | -18%
C=CCn1cc2c3c(cccc31)[C@H](CC(C)C)N[C@H](C(=O)N1CCN(C)CC1)C2 | u
CC(C)Cn1cncc1CNC(=O)c1ccc2nc(-c3ccc(F)cc3)cn2c1 | u
COc1ccc(C(=O)N2C[C@@H](CO)[C@H](c3nc(C)no3)C2)cc1F | -4%
O=C(Cc1ccc(Cl)cc1)N1Cc2ccccc2CC2(CCCN2CC2CCNC2)C1 (stereo unspecified) | u
Cc1ccc(CCNC(=O)C2CCN(S(=O)(=O)c3ccc4c(ccn4C)c3)CC2)cc1 | 11%
O=C(NC1CCCC1)C1CCCN(c2nc(-c3ccccc3)nc3c2CCC3)C1 (stereo unspecified) | -25%
COc1ccc2c(c1)c(=O)c(S(=O)(=O)c1ccccc1)cn2CC(=O)Nc1ccc2c(c1)OCO2 | -2%
CN(C)c1cccc(NCc2nc3c(n2Cc2ccccc2)C(=O)N(CCOc2ccccc2)CCN3)c1 | u
CCc1sc(NC(=O)CC[C@H]2NC(=O)c3ccccc3NC2=O)nc1C(=O)OC | i
CCn1cc(C(=O)NCCc2ccccc2)c(=O)c2cc(S(=O)(=O)N3CCCCCC3)ccc21 | u
SMILES | Pf Dd2 growth
CCC1Oc2ccc(NC(=O)c3ccc(OC)c(OC)c3)cc2CN(Cc2ccc(Cl)cc2)C1=O (stereo unspecified) | u
Cc1cnc2c(c1SCC(=O)NCc1ccc(F)cc1)c(=O)n(C)c(=O)n2C | -1%
COc1cccc(CN2Cc3nc(-c4ccccc4)ccc3OCC2=O)c1 | i
COCCNC(=O)[C@@H]1C[C@@H](O)CN1C1CCN(C(=O)c2ccccc2F)CC1 | 7%
CC(=O)c1ccc(N2CCN(C(=O)CCC(=O)Nc3ccc4nc(N5CCCCC5)cc(C)c4c3)CC2)cc1 | u
O=C(NCc1cccc(F)c1)c1ccc(CN2CC(=O)N3CCCCC3C2=O)cc1 (stereo unspecified) | -4%
CN(Cc1ccc2nonc2c1)C(=O)c1cccc(CC2CCNCC2)c1 | 3%
COc1cc([C@@H]2c3cc4c(cc3[C@H](O)[C@@H](CO)[C@@H]2C(=O)NCC(C)C)OCO4)cc(OC)c1OC | 0%
COCCNC(=O)C[C@@H]1C[C@@H](C(C)C)[C@H](CNS(C)(=O)=O)C=C1C | u
COC(=O)C(=O)N[C@H]1C[C@@H](Cc2cc(-c3ccc(OC)cc3)on2)C1(C)C | u
Cc1ccc(-c2cc3c(n2-c2ccc(C)cc2)CC(C)(C)CC3=O)cc1 | -25%[5.79 µM]
Cc1ccc(-c2nc(CNC(=O)C3(N)CCC3)[nH]c2-c2ccccn2)cc1 | u
Cc1nn(-c2ccc(F)cc2)c(C)c1[C@@H]1C=C[C@@H](NC(=O)c2ccco2)C1 | 6.3µM*
COCCN1CCCCC(CC(=O)Nc2ccc(OC)cc2)C1=O (stereo unspecified) | 1%
COc1ccc(CCNC(=O)CCc2c(C)c3cc4c(C)c(C)oc4cc3oc2=O)cc1 | -2%
Cc1ccc(NC(=O)C(Cc2ccccc2)N2Cc3ccccc3C2=O)cc1Cl (stereo unspecified) | u
CN(CC1CCOCC1)S(=O)(=O)c1cccs1 | -2%
CCc1ccccc1C(=O)N1CC[C@@](O)(CCOC)[C@H](C)C1 | -10%
O=C(NCCc1ccccn1)c1cc2n(n1)CC(c1ccc(Br)cc1)OC2 (stereo unspecified) | -9%
COc1ccc(CC(=O)Nc2ccc3nc(N4CCCCC4)cc(C)c3c2)cc1 | u
COc1ccc2nc(N(Cc3cccnc3)C(=O)c3ccco3)sc2c1 | u
COc1ccc(N2CCN(C(=O)c3cn(CC(C)C)c(=O)c4c3c3ccccc3n4C)CC2)cc1 | 10µM*
CSc1ccc(-c2ccc3c(c2)C(=O)N2CC[C@H](NC(=O)c4cccs4)[C@H]2C(=O)N3)cc1 | u
CCNc1ncnc2sc3c(c12)CCN(Cc1ccco1)C3 | u
CS(=O)(=O)c1ccc(CNC[C@H]2COCc3nc4cc(F)ccc4n32)cc1 | i
SMILES | Pf Dd2 growth
COc1ccc(N2CC(NC(=O)C3CCCC3)CC2=O)cc1 (stereo unspecified) | 38%[activator]
O=C(Nc1ccc(F)cc1)c1ccnc2[nH]ccc12 | 9%[44.1 µM]
CC(C)(C)c1ccnc(N[C@H]2CO[C@H]3[C@@H]2OC[C@H]3OC(=O)Nc2cccc(C(F)(F)F)c2)n1 | -6%
Cc1ccccc1OCC(=O)Nc1ccc2nc(SCC(=O)N3CCOCC3)sc2c1 | -5%
CN(C)c1ccc(CN2C[C@H](O)C[C@H]2c2nc(C3CC3)no2)cc1 | i
Cc1cccc(NC(c2cccc(F)c2)c2ccc3ccc(C)nc3c2O)n1 (stereo unspecified) | 6.3µM*
CC(C)Cc1cc(CN2CC[C@H](N3CCN(C)CC3)[C@H](CCC(=O)O)C2)[nH]n1 | -3%
O=C(C1CCOCC1)N1CCC2(COc3ncccc3[S+](=O)([O-])N2)C1 (stereo unspecified) | 12%
Cn1nc(C2CCNC2)c2c(C(=O)N3CCC(F)CC3)cc(C3CC3)nc21 (stereo unspecified) | 4%
CCn1ccc(C(=O)N2CCCN(S(C)(=O)=O)C(c3ccccc3)CC(=O)NCC2)n1 (stereo unspecified) | -20%
Cc1c(Cl)cccc1NC(=O)CN1C(=O)CSc2ccc(S(=O)(=O)N3CCCC3)cc21 | 9%
CCNC(=O)c1cc2c(=O)[nH]c(-c3ccccc3)cn2n1 | 8%
CN(C)C[C@H]1O[C@H](Cc2cc(-c3cccc(O)c3)on2)CC[C@@H]1O | i
Cc1ccc2occ(CC(=O)Nc3ccc(Cl)c(C(F)(F)F)c3)c2c1 | u
COc1ccc(CCNC(=O)Cc2ccc(N(Cc3ccccc3)C(=O)c3ccco3)cc2)cc1 | -7%
Cc1ccc(C(=O)N2[C@@H]3CC[C@H]2CC(NC(=O)c2cnc(C)cn2)C3)cn1 (stereo partly specified) | -19%
COc1cccc(NC(=O)CCc2ccc3c(c2)CN(S(C)(=O)=O)CCO3)c1 | -15%
Cc1ncc2c(c1CNC(=O)c1ccc3c(c1)OCO3)CCN(C(=O)CC1NC(=O)c3ccccc31)C2 (stereo unspecified) | i
O=C(c1nc(-c2cccc(C(F)(F)F)c2)c2ccccn12)N1CCCC1 | u
O=C1CC(c2ccccc2)N(C(=O)CNC(=O)c2ccc3ccccc3n2)CCCCCN1 (stereo unspecified) | u
CC(=O)c1ccc(NC(=O)CSc2nnc3ccc(-c4ccc(Br)cc4)nn23)cc1 | -16%
O=C(OCc1cc(=O)n2nc(C3CCCCC3)sc2n1)c1ccc(F)cc1 | i
CCCCn1c(SCC(=O)Nc2cccc(OC)c2)nc2c(sc3ccccc32)c1=O | i
COCCNC(=O)CCCn1c(SCC(=O)c2ccc(F)cc2)nc2c(sc3ccccc32)c1=O | -14%
CC1(C)C[C@H](NCc2ccc(CO)o2)[C@@]2(CCC(=O)N3CCOCC3)CC[C@](C)(O)C[C@@H]12 | -23%
SMILES | Pf Dd2 growth
CCOC(=O)c1c(S(=O)(=O)N2CCN(c3cc(Cl)ccc3C)CC2)c(C)n(C)c1C | i
COc1ccc(C)cc1NC(=O)N1CCC(CN2CCC(C)CC2)CC1 | 2%
COC(=O)c1c(NC(=O)c2cccc(OC)c2)sc2c1CCC(C(C)(C)C)C2 (stereo unspecified) | -4%
COc1ccc(C2=C(C)C(=O)N(Cc3ccc(C(=O)Nc4ccc(C)c(C)c4)cc3)S2(=O)=O)cc1 | 1%
COCC(=O)NC[C@H]1C[C@@H]2CCN1C[C@@H]2c1cc(-c2ccc(OC)cc2)nn1C | i
COc1ccc(-c2nn(-c3cccc([N+](=O)[O-])c3)c3c2cnc2cc4c(cc23)OCO4)cc1 | 15%
CN1CC2(CCN(C(=O)c3n[nH]c(=O)c4ccccc34)CC2)CC1C(=O)N1CCOCC1 (stereo unspecified) | 14%

Compound activity from PubChem.

Some of the compounds tested; the hit share may differ from the screen's.
